Jurkat NFkB inh = lowers PMA/ionomycin-induced NF-kB signal in Jurkat cells | PMA/ionomycin-induced NF-kB luciferase reporter, luminescence | inhibition, % at 4 µM | 330,000 compounds, 0.53% hits
EBI2 block = blocks human EBI2 receptor beta-arrestin signaling; EBI2 beta-arrestin recruitment, luminescence, 7a,25-OHC stimulated; P32249; inhibition, % at 5 µM; 360,000 compounds, 0.81% hits; AID 651636; in the data active = inhibition above about 38%;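 also: enzyme fragment complementation signal reports receptor beta-arrestin coupling in cells; 0% = agonist plus DMSO wells and 100% = wells without agonist; some results beyond the cut were filed as inactive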
CCR6 antagonist = CCR6 (human) receptor antagonism; CHO-K1 CCR6 PathHunter beta-arrestin, luminescence, CCL20-stimulated; inhibition, % at 20 µM; 340,000 compounds, 0.49% hits;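 active = compounds whose inhibition of the agonist-driven luminescence signal at 20 µM reaches about 50%, limit read from the data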;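 also: cells stimulated with CCL20 at 14 nM final; plate controls were DMSO with CCL20 for no effect and DMSO without agonist for full effect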
UBC13 polyUb = inhibitors of human UBC13 polyubiquitin chain formation; P61088; TR-FRET; inhibition, % at 20 µM; 330,000 compounds, 0.47% hits; in the data active = inhibition above about 45%, passing the limit was not always enough
Apaf1 inhib = blocks human Apaf-1 apoptosome activity | O14727 | 330,000 compounds, 0.71% hits | inhibition, % at 20 µM | reconstituted apoptosome caspase-3 activity, DEVD-Rh110 fluorescence; active = inhibition of at least 40% at 20 µM;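 also: plate controls were DMSO wells for no effect and DEVD-CHO caspase inhibitor wells for full effect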
Target sequence (O14727 whole entry, looked up): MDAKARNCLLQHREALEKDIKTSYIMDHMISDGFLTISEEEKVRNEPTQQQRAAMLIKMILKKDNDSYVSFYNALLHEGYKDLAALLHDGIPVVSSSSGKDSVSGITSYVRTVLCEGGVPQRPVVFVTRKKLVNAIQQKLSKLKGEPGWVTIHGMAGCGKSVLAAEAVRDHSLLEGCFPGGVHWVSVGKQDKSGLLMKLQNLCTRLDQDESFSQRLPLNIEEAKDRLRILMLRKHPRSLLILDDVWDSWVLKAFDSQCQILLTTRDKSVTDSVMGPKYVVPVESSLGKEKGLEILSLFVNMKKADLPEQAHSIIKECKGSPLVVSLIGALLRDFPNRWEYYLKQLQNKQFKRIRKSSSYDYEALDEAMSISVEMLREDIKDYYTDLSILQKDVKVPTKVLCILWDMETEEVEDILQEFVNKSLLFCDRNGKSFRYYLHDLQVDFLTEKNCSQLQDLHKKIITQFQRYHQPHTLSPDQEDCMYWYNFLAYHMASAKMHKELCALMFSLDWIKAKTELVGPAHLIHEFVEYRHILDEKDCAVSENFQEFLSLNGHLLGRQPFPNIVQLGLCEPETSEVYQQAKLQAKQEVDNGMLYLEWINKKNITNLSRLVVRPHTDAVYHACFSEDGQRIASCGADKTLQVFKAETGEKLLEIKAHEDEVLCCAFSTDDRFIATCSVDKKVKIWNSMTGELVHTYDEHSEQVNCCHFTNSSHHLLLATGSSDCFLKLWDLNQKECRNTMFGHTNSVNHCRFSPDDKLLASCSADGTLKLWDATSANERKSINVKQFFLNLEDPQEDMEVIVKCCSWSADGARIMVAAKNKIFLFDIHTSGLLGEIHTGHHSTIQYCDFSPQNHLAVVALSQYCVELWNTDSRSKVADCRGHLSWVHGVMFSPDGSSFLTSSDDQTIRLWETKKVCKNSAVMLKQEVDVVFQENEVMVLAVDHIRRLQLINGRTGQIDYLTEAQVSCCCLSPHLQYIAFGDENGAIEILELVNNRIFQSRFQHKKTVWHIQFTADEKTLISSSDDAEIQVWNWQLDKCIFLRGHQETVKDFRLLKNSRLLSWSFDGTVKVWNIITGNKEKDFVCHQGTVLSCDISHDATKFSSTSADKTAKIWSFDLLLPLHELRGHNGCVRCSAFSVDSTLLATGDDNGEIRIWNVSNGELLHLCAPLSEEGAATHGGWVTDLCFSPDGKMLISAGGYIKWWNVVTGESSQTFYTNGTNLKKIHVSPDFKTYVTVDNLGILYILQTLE
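Material: reconstituted apoptosome with Apaf-1, cytochrome c, caspase-9, procaspase-3, dATP / Buffer or medium: pH 7.5 Hepes buffer with CHAPS, BSA, DTT / Also added: cytochrome c with DEVD-Rh110 / Schedule: compound with Apaf-1, dATP, procaspase-3 30 min, then 50 min reaction, room temperature / Technique: rhodamine 110 fluorescence at Ex 480/Em 540 nm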
Gli-Sufu antag = blocks Gli-Sufu signaling in a luciferase reporter; 340,000 compounds, 0.74% hits; inhibition, % at 5 µM; Sufu-KO-LIGHT fibroblasts, Gli luciferase reporter luminescence;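 active = inhibition above about 55%, limit read from the data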;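 also: 0% = DMSO-treated cells and 100% = wells with medium but no cells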
SENP8 inh = inhibitors of human SENP8 protease | Q96LD8 | purified SENP8, Z-RLRGG-aminoluciferin cleavage, luminescence | inhibition, % at 10 µM | 330,000 compounds, 1.2% hits
697 NFkB inh = lowers PMA/ionomycin-induced NF-kB signal in 697 B cells; 330,000 compounds, 0.33% hits; 697 B-cell NF-kB luciferase reporter, 16 h; inhibition, % at 4 µM; in the data active = inhibition above about 35%
An asterisk follows results filed as active. Rule as the data show it, unless noted: active = inhibition above about 50%; inactive = the rest. This is a subset, so the mix of outcomes need not match the whole.

| mol | Jurkat NFkB inh | EBI2 block | CCR6 antagonist | UBC13 polyUb | Apaf1 inhib | Gli-Sufu antag | SENP8 inh | 697 NFkB inh |
| --- | --- | --- | --- | --- | --- | --- | --- | --- |
| Cc1cccc(OCCSc2cc(C)nc(N)n2)c1 | 6 | -5 | -9 | 7 | -1 | 7 | 2 | 15 |
| O=C(CCc1nnc(CCCCc2ccccc2)o1)NCCC1CCCCO1 (stereo not given) | -4 | -3 | 5 | -12 | 2 | 16 | 0 | -18 |
| Cc1ccc(Nc2nc(NCCCN3CCOCC3)nc(N)c2[N+](=O)[O-])cc1 | 9 | -3 | 21 | -11 | 12 | -6 | -13 | -33 |
| COc1ccc(OC)c(NC(=O)N2CCCC(C)C2)c1 (stereo not given) | 3 | -1 | -1 | 3 | -4 | 2 | 29 | -3 |
| COc1ccccc1C(=O)NCCC(=O)NNC(=O)C1COc2ccccc2O1 (stereo not given) | 18 | -4 | 3 | 3 | 1 | -2 | 1 | 2 |
| COC(=O)C1CSC(C(=O)OC)N1C(=O)Nc1ccccc1 (stereo not given) | -4 | 2 | 10 | 2 | -5 | -9 | 13 | 6 |
| CC(=O)Nc1cccc(/C(C)=N/NC(=O)c2ccc(CN3CCOCC3)cc2)c1 | 20 | -1 | -5 | 1 | -3 | 5 | -3 | 9 |
| Cc1cccc(NC(=O)c2cccc(S(=O)(=O)Nc3ccccc3C(=O)O)c2)c1 | 1 | -8 | -2 | -8 | 1 | 20 | -11 | -14 |
| C=CCNC(=O)c1ccc(Cn2c(=S)[nH]c3cc4c(cc3c2=O)OCO4)cc1 | 0 | -7 | 18 | -8 | -13 | -3 | -9 | -8 |
| Cc1cccc(N2CCN(CC(O)COCc3cccs3)CC2)c1C (stereo not given) | 6 | -1 | 8 | -7 | 12 | -6 | -5 | -19 |
| COc1ccc(C(C)NC(=O)C23CC4CC(CC(C4)C2)C3)cc1 (stereo not given) | -2 | -3 | 3 | 0 | -11 | 16 | -4 | -23 |
| CC(NC(=O)c1ccccc1Br)c1ccc2c(c1)CCCC2 (stereo not given) | 4 | 2 | 12 | -7 | 14 | 2 | 1 | -8 |
| O=C(Nc1c(C(=O)N2CCOCC2)cnn1-c1ccccc1)c1ccco1 | 3 | 0 | 5 | 3 | -6 | 4 | 5 | 5 |
| O=C(N/N=C/c1cc2cc3c(cc2nc1Cl)OCCO3)c1ccccc1O | 5 | -9 | 14 | -9 | 11 | -30 | 1 | -12 |
| CC1CC(C)CN(CCCNC(=O)c2cn(C)c3ccc(S(=O)(=O)N4CCCC4)cc3c2=O)C1 (stereo not given) | -2 | 5 | 1 | 17 | -6 | 4 | 0 | 13 |
| Cc1ccc(-n2ncc(C#N)c2N)cc1 | -13 | 11 | -5 | -6 | 5 | -12 | -10 | -7 |
| COCCCNC(=O)CS(=O)(=O)Cc1nc(-c2cccc(OC)c2)oc1C | -4 | 2 | 9 | 2 | 6 | 5 | 2 | 3 |
| CCOc1ccc(Br)cc1S(=O)(=O)Nc1ccc(Cl)c(S(=O)(=O)N(C)C)c1 | 11 | -13 | -1 | -11 | 6 | 0 | -8 | 11 |
| Cc1cc(C(=O)CCC(=O)N2CCN(S(=O)(=O)c3ccccc3)CC2)c(C)s1 | 0 | 18 | -2 | -6 | 7 | -1 | 0 | 4 |
| COC(CNS(=O)(=O)c1ccc(Cl)cc1)c1ccccc1 (stereo not given) | 7 | -1 | 25 | 1 | -16 | 2 | -1 | 6 |
| Cc1noc(C)c1COC(=O)c1cccc(S(=O)(=O)N2CCOCC2)c1 | 18 | 2 | 11 | 0 | -1 | 4 | 15 | 13 |
| COCCCNC(=O)C1CCN(c2ncccn2)CC1 | -25 | -9 | 10 | 2 | 12 | 4 | -2 | -13 |
| CCNc1nc2c(c(=O)[nH]c(=O)n2C)n1Cc1ccc(F)cc1 | -1 | -4 | -5 | 14 | -1 | 12 | 3 | 17 |
| O=c1c2cc3c(=O)n(-c4ccccc4O)c(=O)c3cc2c(=O)n1-c1ccccc1O | 7 | -3 | -1 | -4 | -1 | -2 | -5 | 7 |
| Cc1ccc(C)n1-c1nc(=S)[nH][nH]1 | 17 | -7 | -9 | 2 | -10 | -1 | 3 | 12 |
| O=C1CC(Cc2ccccc2)C(=O)N1c1ccccn1 (stereo not given) | 5 | -12 | -2 | 5 | -14 | 4 | -5 | 13 |
| COc1cc(C(=O)N/N=C/c2coc3ccc(Cl)cc3c2=O)ccc1O | 4 | -16 | 14 | 6 | 7 | 5 | -10 | -9 |
| CN(C)Cc1cc(O)c(CN(C)C)cc1O | 11 | -7 | 21 | -12 | 65* | 6 | 7 | 1 |
| Cc1ccccc1Cc1c(C)nc2c(C(=O)N3CCN(Cc4ccc5c(c4)OCO5)CC3)cnn2c1C | 2 | 11 | -1 | 10 | 17 | 3 | 9 | 12 |
| CCn1c(SCC(=O)N2CCCc3ccccc32)nc2c(c1=O)SC(C)C2 (stereo not given) | -7 | -1 | 12 | -3 | -3 | -4 | -4 | 14 |
| CCN1CCN(C(=O)CSc2ccc(C)cc2)CC1 | -31 | 70* | 6 | 5 | -8 | -16 | 1 | -15 |

Only UBC13 polyUb, 697 NFkB inh and Gli-Sufu antag, for some of the entries so far:
Compound,UBC13 polyUb,697 NFkB inh,Gli-Sufu antag
CC(=O)Nc1cccc(/C(C)=N/NC(=O)c2ccc(CN3CCOCC3)cc2)c1,1,9,5
Cc1cccc(NC(=O)c2cccc(S(=O)(=O)Nc3ccccc3C(=O)O)c2)c1,-8,-14,20

Twelve successive entries out of the list so far, for reference:
| mol | Jurkat NFkB inh | EBI2 block | CCR6 antagonist | UBC13 polyUb | Apaf1 inhib | Gli-Sufu antag | SENP8 inh | 697 NFkB inh |
| --- | --- | --- | --- | --- | --- | --- | --- | --- |
| Cc1cccc(N2CCN(CC(O)COCc3cccs3)CC2)c1C (stereo not given) | 6 | -1 | 8 | -7 | 12 | -6 | -5 | -19 |
| COc1ccc(C(C)NC(=O)C23CC4CC(CC(C4)C2)C3)cc1 (stereo not given) | -2 | -3 | 3 | 0 | -11 | 16 | -4 | -23 |
| CC(NC(=O)c1ccccc1Br)c1ccc2c(c1)CCCC2 (stereo not given) | 4 | 2 | 12 | -7 | 14 | 2 | 1 | -8 |
| O=C(Nc1c(C(=O)N2CCOCC2)cnn1-c1ccccc1)c1ccco1 | 3 | 0 | 5 | 3 | -6 | 4 | 5 | 5 |
| O=C(N/N=C/c1cc2cc3c(cc2nc1Cl)OCCO3)c1ccccc1O | 5 | -9 | 14 | -9 | 11 | -30 | 1 | -12 |
| CC1CC(C)CN(CCCNC(=O)c2cn(C)c3ccc(S(=O)(=O)N4CCCC4)cc3c2=O)C1 (stereo not given) | -2 | 5 | 1 | 17 | -6 | 4 | 0 | 13 |
| Cc1ccc(-n2ncc(C#N)c2N)cc1 | -13 | 11 | -5 | -6 | 5 | -12 | -10 | -7 |
| COCCCNC(=O)CS(=O)(=O)Cc1nc(-c2cccc(OC)c2)oc1C | -4 | 2 | 9 | 2 | 6 | 5 | 2 | 3 |
| CCOc1ccc(Br)cc1S(=O)(=O)Nc1ccc(Cl)c(S(=O)(=O)N(C)C)c1 | 11 | -13 | -1 | -11 | 6 | 0 | -8 | 11 |
| Cc1cc(C(=O)CCC(=O)N2CCN(S(=O)(=O)c3ccccc3)CC2)c(C)s1 | 0 | 18 | -2 | -6 | 7 | -1 | 0 | 4 |
| COC(CNS(=O)(=O)c1ccc(Cl)cc1)c1ccccc1 (stereo not given) | 7 | -1 | 25 | 1 | -16 | 2 | -1 | 6 |
| Cc1noc(C)c1COC(=O)c1cccc(S(=O)(=O)N2CCOCC2)c1 | 18 | 2 | 11 | 0 | -1 | 4 | 15 | 13 |

Bioassay records as filed in PubChem.
